MsrA inhibitor – bovine MsrA inhibition; purified bovine MsrA, absorbance read-out; inhibition, % at 15.5 µM; 0.75% of 360,000 active; AID 651718; in the data active means inhibition above about 4.5%;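 further: 0% = vehicle wells with enzyme and 100% = reference inhibitor wells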
Rpn11 inh – blocks the human proteasome subunit Rpn11 | O00487 | human 26S proteasome, Ub4-pepOG fluorescence polarization; 20S core pre-blocked with epoxomicin | calls only at 20 µM | 0.59% of 360,000 active;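 active means inhibition at 20 µM, scaled to each plate's controls, above about 33%, limit read from the data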
eLon inh – inhibitors of E. coli Lon protease; inhibition, % at 7.94 µM; purified E. coli Lon protease, fluorescence polarization; P0A9M0; 0.42% of 360,000 active; in the data active means inhibition above about 13%, passing the limit was not always enough;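 further: 0% = enzyme with probe and DMSO and 100% = no enzyme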
MT1-MMP act inh – inhibitors of human MT1-MMP activation | 0.061% of 360,000 active | P50281 | HT1080 RFP-PRO-GFP cells, GFP/RFP ratio fluorescence, overnight; percent of plate control window, DMSO zero | AID 651647 | GFP/RFP ratio change, % at 20 µM;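 active means GFP/RFP ratio change of at least 30% with cell ATP level not reduced by more than half and red fluorescence within 50% of control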; further: strong numbers were not always called active
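Assay system: RFP-PRO-GFP reporter HT1080 cells; read-out basis: GFP/RFP fluorescence ratio; benchmarks: DMSO wells and RFP-L50D-GFP cells; doses: 20 µM single dose, 1% DMSO; schedule: overnight cell settling, then overnight compound exposure, 37 °C, 5% CO2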
Rin1 Abl inh – human Rin1-Abl interaction inhibition; 0.4% of 360,000 active; TR-FRET Rin1/Abl binding, biochemical; P00519+Q13671; inhibition, % at 7.35 µM; in the data active means inhibition above about 5%, passing the limit was not always enough
MsrA act – activates bovine MsrA enzyme; purified bovine MsrA, absorbance read-out; activation, % at 10.6 µM; 0.3% of 360,000 active; in the data active means activation above about 7.5%;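 further: 0% = vehicle and 100% = reference activator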
CSN inh – blocks human CSN-mediated cullin deneddylation | Q92905 | Purified CSN, SCF-Nedd8-OG deneddylation, fluorescence polarization | inhibition, % at 12.5 µM | 0.38% of 360,000 active | AID 651999;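 active means pattern-corrected inhibition above about 35%, with an unprinted fluorescence ratio check between 0.5 and 1.5, limit read from the data, passing the limit was not always enough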;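 further: 0% = enzyme with substrate and 100% = substrate without enzyme; some results filed as inactive read as strong as hits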
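Assay system: purified human Csn5 enzyme expressed in HEK293T cells; Input: 0.24 nM Csn5 enzyme, final concentration; Reagent: 10 nM SCFSkp2-Nedd8OG; Compound dosing: 12.5 µM single point; Times: reaction 90 min, room temperature; Technique: fluorescence polarization readout.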
FAS TE block – inhibitors of human fatty acid synthase thioesterase domain | 0.67% of 360,000 active | inhibition, % at 15 µM | P49327 | recombinant FAS-TE, OMFH fluorogenic substrate, fluorescence endpoint | AID 602261;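 active means compounds whose normalised, plate-corrected inhibition of enzyme fluorescence in the single-dose primary screen is 50% or more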;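 further: 0% = DMSO with enzyme and 100% = substrate without enzyme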
PABP1 MLLE inh – blocks PAM2 peptide binding to the PABP1 MLLE domain | 0.36% of 360,000 active | AID 588489 | GST-MLLE / FITC-PAM2 fluorescence polarization | inhibition, % at 20 µM | P11940; in the data active means inhibition above about 35%, passing the limit was not always enough;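 further: plate controls were DMSO wells with GST-MLLE for no effect and wells lacking GST-MLLE protein for full effect; some results filed as inactive read as strong as hits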
* = called active by the depositor; i = inactive; nt = not tested or not shown; + = active, no number.

Screens in order – MsrA inhibitor	Rpn11 inh	eLon inh	MT1-MMP act inh	Rin1 Abl inh	MsrA act	CSN inh	FAS TE block	PABP1 MLLE inh
CC(C)NC(=O)N(C)C[C@H]1Oc2c(NS(=O)(=O)c3ccc(F)cc3)cccc2C(=O)N([C@H](C)CO)C[C@@H]1C
→ -0.5	i	-8.1	-1.0	0.9	-0.9	-2.1	-6.3	2.5
COc1cc2c(cc1OC)C(c1cc([N+](=O)[O-])ccc1O)NCC2 (configuration not stated)
→ 0.1	i	-2.5	4.0	3.6	9.0*	3.6	-2.8	-9.7
O=C(CNS(=O)(=O)c1ccc([N+](=O)[O-])cc1)N/N=C\c1ccc(O)cc1
→ 1.0	i	6.3	-1.0	0.7	-9.6	1.9	25.6	7.4
CC(C)N(C(=O)COC(=O)[C@@H]1CC(O)CN1S(=O)(=O)c1ccccc1[N+](=O)[O-])C(C)C (some centres not stated)
→ -0.1	i	-8.6	2.3	-1.7	0.0	0.4	-5.9	-3.7
CCC(C)N(C(=O)CSc1nnc2ccccn12)C1CCS(=O)(=O)C1 (configuration not stated)
→ -0.7	i	-3.1	-1.0	1.9	-2.9	0.1	-8.3	1.5
CCOC(=O)C(C)N1CC(=O)N(c2ccccc2)C1=O (configuration not stated)
→ -1.2	i	-3.5	-1.7	0.4	0.7	-1.1	-7.6	8.2
Cc1nc(CN2CCN(C(=O)NC3(c4ccccc4)CC3)CC2)cs1
→ 1.7	i	-9.3	0.9	-1.6	-5.1	1.1	-3.5	-8.6
Cc1ccc(NC(=O)N2CCC(C(=O)Nc3ccc(C)cc3C)CC2)cc1
→ -0.8	i	-4.8	1.5	1.8	-0.8	5.3	-9.9	17.3
O=C(c1cccnc1)N1CCN(C(=O)c2ccco2)CC1
→ -0.2	i	-6.2	3.9	3.1	-10.0	-0.2	-8.5	2.3
O=C(O)C(Cc1ccccc1)N1C(=O)c2cccc3cccc(c23)C1=O (configuration not stated)
→ 1.1	i	5.8	0.5	-2.9	-12.0	-11.8	-2.8	0.4
Cc1cc(C(=O)NCc2cc(C)n(C)n2)sc1-c1ccccc1
→ -0.7	i	-6.0	-6.8	2.9	-1.1	-1.1	-5.5	1.8
O=C1CC(NS(=O)(=O)c2ccccc2F)CN1c1ccc2c(c1)OCCO2 (configuration not stated)
→ -0.7	i	-3.2	0.9	1.2	-3.6	3.9	-3.3	9.9
O=C(Nc1ccon1)Nc1cc(Cl)ccc1Cl
→ -0.9	i	2.7	-0.1	2.5	0.0	-5.7	1.2	-7.6
CC(=O)C1(C)CCC2C3C=C(C)C4=CC(=O)CCC4(C)C3CCC21C (configuration not stated)
→ 0.3	i	-6.2	0.6	5.1	-3.7	4.1	24.8	-14.7
CCOC(=O)C1(Cc2ccccc2C)CCCN(C(=O)c2ccc(COC)o2)C1 (configuration not stated)
→ 0.8	i	-1.2	-1.2	3.4	-0.7	-0.3	-3.1	-14.0
CN(CC1CCCN(CCc2ccc(Cl)cc2)C1)C(=O)c1ccco1 (configuration not stated)
→ -0.3	i	7.7	3.6	-1.2	-5.4	1.0	-5.3	-10.0
O=C(CN1C(=O)CCC1=O)Nc1ccc2c3c(cccc13)CC2
→ 0.2	+	-15.1	12.8	0.7	2.4	0.1	-4.3	14.0
O=C(c1cc(COc2cccc3cnccc23)on1)N1CCC(c2ccccc2Cl)C1 (configuration not stated)
→ 0.2	i	6.7	-0.4	-1.9	-1.8	0.6	15.3	-4.9
CCOC(=O)C1=C(C)N=c2s/c(=C\c3ccc(OCC(=O)O)cc3)c(=O)n2C1c1ccc(OC(C)C)cc1 (configuration not stated)
→ 0.2	i	-7.7	4.2	-0.6	-4.7	7.2	-2.3	-31.9
COc1cc(OC)cc(C(=O)Nc2cccc3cccnc23)c1
→ 0.7	i	-0.1	-1.3	-2.1	-5.9	-1.8	19.5	-4.2
CC(C)Cn1c(SCC(=O)NC2CC2)nc2ccccc21
→ 0.3	i	-9.5	-0.3	3.7	-5.8	-0.1	-7.3	-97.5
CN(Cc1cccc(Cl)c1Cl)C(=O)c1cc(S(=O)(=O)N2CCOCC2)ccc1F
→ 0.6	i	-16.6	2.0	0.2	-2.7	-0.8	0.8	5.7
COc1ccc(-c2c(-c3cc(OC)cc(OC)c3)n(C)c3ccc(-c4cnc(N)nc4)cc23)cc1
→ -0.4	i	-1.8	-0.7	7.1	-3.1	-2.7	0.2	-1.8
Cc1ccc(C)c(-n2c(Cc3cc(=O)[nH]c(=O)[nH]3)nnc2SCC(=O)NCc2ccco2)c1
→ -0.1	i	-1.7	-5.6	2.1	1.6	2.6	-7.0	-9.9
CCN(C(=O)CN1CCCc2cc(C)ccc21)c1c(N)n(Cc2ccccc2)c(=O)[nH]c1=O
→ -0.9	i	-18.7	-101.3	-3.5	-4.2	-40.7	-22.3	55.0
CCc1cc(C=C(Cl)Cl)oc(=O)c1C
→ nt	i	-2.8	-6.0	2.4	-3.9	1.1	2.0	6.3
CC(=O)CC(=O)Nc1ccn(-c2ccccc2)n1
→ 0.4	i	-1.7	-5.6	-1.9	0.6	-1.6	-3.3	15.4
COc1cc(NC(=S)N2CCN(Cc3ccccc3)CC2)cc(OC)c1
→ 0.4	i	-3.6	nt	-1.2	-1.4	5.5	-6.0	-103.0
O=C(c1ccc(S(=O)(=O)N2CCCCC2)cc1)N1CCN(c2ccccc2F)CC1
→ -0.6	i	3.3	0.1	3.6	-6.1	3.0	8.4	-4.8
COc1ccc(-c2cc(C(=O)N3CCOCC3)no2)cc1
→ -1.6	i	-18.0	-1.3	2.1	-1.3	5.6	-6.9	-8.9
COc1cccc(NC(=O)C2CCC(CNS(=O)(=O)c3ccc4c(c3)CC(C)N4C(C)=O)CC2)c1 (configuration not stated)
→ 0.5	i	-6.1	7.2	1.5	-2.6	-2.1	0.7	-17.1
CC1CCN(C(=O)C(=O)c2cn(CC(=O)N3CCCC3)c3ccccc23)CC1
→ 2.6	i	-8.1	-2.9	-0.3	-3.0	0.1	-2.6	1.4
COc1cc(C(=O)OCC(=O)N(CC(C)C)C2CCS(=O)(=O)C2)cc(OC)c1C (configuration not stated)
→ -0.3	i	6.8	3.3	-0.9	-1.2	0.1	0.6	-17.7
CCCSc1ccc([C@H]2N[C@@](C)(C(=O)OC)[C@H]3C(=O)N(C)C(=O)[C@@H]23)cc1
→ -1.2	i	5.5	-1.8	1.6	-3.9	4.5	-10.5	3.2
COc1cc(C(=O)Oc2cccc(C)c2)cc(OC)c1OC
→ -1.5	i	0.2	1.3	1.2	-4.8	-2.2	2.6	-2.5
Cc1ccc(NS(=O)(=O)c2cc3c4c(cccc4c2)C(=O)NC3=O)cc1C
→ -0.7	i	-3.0	-50.8	0.0	-2.0	5.4	-0.3	0.4
CN(Cc1ccccc1Cl)C(=O)CCNC(=O)c1ccco1
→ -1.7	i	-10.0	-0.9	3.9	-7.6	-1.1	-2.8	6.6
COc1ccc(S(=O)(=O)NCC(=O)N(CC(=O)NCC2CCCO2)Cc2ccc(F)cc2)cc1 (configuration not stated)
→ -0.7	i	11.3	1.3	0.6	-10.6	0.1	-9.5	-4.0
O=C(CN1C(=O)NC2(CCCCCC2)C1=O)Nc1cccc(F)c1
→ 0.6	i	8.4	3.2	1.8	-9.8	0.2	1.7	-1.6
NC(=O)c1ccc2c(c1)S(=O)(=O)c1ccccc1C2=O
→ 0.1	i	-7.2	-3.8	-1.6	-0.5	-0.9	-2.7	-0.4

Profiles as entered above:
Shown for `CCOC(=O)C(C)N1CC(=O)N(c2ccccc2)C1=O` (configuration not stated) → MsrA inhibitor: -1.2; Rpn11 inh: i; eLon inh: -3.5; MT1-MMP act inh: -1.7; Rin1 Abl inh: 0.4; MsrA act: 0.7; CSN inh: -1.1; FAS TE block: -7.6; PABP1 MLLE inh: 8.2
Shown for `Cc1nc(CN2CCN(C(=O)NC3(c4ccccc4)CC3)CC2)cs1` → MsrA inhibitor: 1.7; Rpn11 inh: i; eLon inh: -9.3; MT1-MMP act inh: 0.9; Rin1 Abl inh: -1.6; MsrA act: -5.1; CSN inh: 1.1; FAS TE block: -3.5; PABP1 MLLE inh: -8.6

Further results:
Screens in order – MsrA inhibitor	Rpn11 inh	eLon inh	MT1-MMP act inh	Rin1 Abl inh	MsrA act	CSN inh	FAS TE block	PABP1 MLLE inh
Cc1cccc(NC(=O)CSc2cc(C(=O)c3nccn3C)c3ccccc3n2)c1
→ 0.1	i	5.6	-3.5	-2.2	-2.7	-7.3	-12.4	-9.9
c1cc2c3c(cccc3c1)C(N1CCOCC1)=N2
→ 1.0	i	31.9*	-1.4	-5.7	-4.9	-6.1	-7.7	32.7
COc1cccc(Cn2nnc(C(=O)NCc3ccccc3Cl)c2N)c1
→ 0.7	i	-3.9	2.8	-0.7	-6.3	3.6	2.9	12.4
CC1(C)C2([N+](=O)[O-])CN3CC1([N+](=O)[O-])CN(C2)C3c1ccc(O)c(O)c1 (configuration not stated)
→ 0.6	i	7.8	2.0	-2.0	-3.5	-1.1	-4.4	-7.7
CC(C)CNC(=O)C1(C)CCCN1C(=O)c1cccnc1 (configuration not stated)
→ -1.2	i	-2.5	-3.3	-1.0	-0.4	-0.3	-4.1	6.2
O=C(Nc1ccc2c(c1)OCO2)N1CCN(Cc2ccco2)CC1
→ -0.5	i	0.9	3.5	-2.2	-12.2	-0.6	-3.0	18.1
CC(NC(=O)c1ccccc1F)c1nnc(SCC(=O)Nc2nnc(C3CC3)s2)n1C (configuration not stated)
→ 1.2	i	10.0	-1.7	-0.4	-1.3	2.3	-6.9	-2.3
CCN1C(=O)[C@H]2[C@H]3CN=C(SCc4ccc(C#N)cc4)N3[C@@](CC)(C(=O)OC)[C@H]2C1=O
→ 0.2	i	-8.2	-0.7	-4.2	-3.7	-0.2	-10.7	12.1
C(CCc1nn[nH]n1)CCC1CCCCC1
→ 0.3	i	-26.8	-3.4	0.3	-1.0	0.6	-5.2	-7.2
CCCCCCC(=O)N/N=C/c1ccc(Br)cc1
→ -0.1	i	-5.9	-1.8	1.7	-2.7	-3.8	17.8	-5.6
N#CCCCN1C(=O)C(O)(CC(=O)c2ccc3c(c2)OCCO3)c2ccccc21 (configuration not stated)
→ 1.2	i	-10.4	1.7	1.1	-2.6	-2.7	0.9	-4.0
O=C(COc1ccc(Br)cc1)N1CCCCCC1
→ -0.8	i	3.6	2.9	-0.6	-3.5	0.2	-4.4	-6.3
Cc1ccc2[nH]c(CNC(=O)C3CCCCC3)cc2c1
→ 1.0	i	-11.3	-13.3	-0.3	-0.8	2.7	0.9	-10.2

Screening data deposited in PubChem BioAssay by several laboratories.
